RAD52 anneal inh – blocks human RAD52 DNA annealing | recombinant RAD52 DNA annealing, FRET fluorescence | inhibition, % at 18.7 µM | actives 0.46% (n = 360,000) | AID 651710;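 active = every replicate showing at least 50% inhibition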
S100A4 inh HTS – blocks human S100A4 binding to myosin IIA peptide; inhibition, % at 10.7 µM; S100A4/TAMRA-MyoIIA peptide fluorescence polarization; actives 0.14% (n = 360,000); AID 652163; P26447;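 active = mean inhibition of at least 70% across replicates, with every replicate also reaching that level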
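Material: S100A4 monomer protein | Medium: HEPES pH 7.2 with CaCl2, KCl, NaCl, DTT, Triton | Reagent: Labelled myosin peptide probe, 5 nM | Doses: One dose per compound | Times: 5 min incubation before reading | Benchmarks: Neutral control DMSO, positive control TFP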
ERp5 block – ERp5 (human) disulfide isomerase inhibition; Q15084; ERp5 insulin aggregation, absorbance 650 nm, 90 min; inhibition, % at 9.99 µM; actives 0.05% (n = 350,000); AID 651711;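 active = mean replicate inhibition above about 25%, with every replicate also reaching it, limit read from the data, passing the limit was not always enough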
Target sequence (Q15084 whole entry, looked up): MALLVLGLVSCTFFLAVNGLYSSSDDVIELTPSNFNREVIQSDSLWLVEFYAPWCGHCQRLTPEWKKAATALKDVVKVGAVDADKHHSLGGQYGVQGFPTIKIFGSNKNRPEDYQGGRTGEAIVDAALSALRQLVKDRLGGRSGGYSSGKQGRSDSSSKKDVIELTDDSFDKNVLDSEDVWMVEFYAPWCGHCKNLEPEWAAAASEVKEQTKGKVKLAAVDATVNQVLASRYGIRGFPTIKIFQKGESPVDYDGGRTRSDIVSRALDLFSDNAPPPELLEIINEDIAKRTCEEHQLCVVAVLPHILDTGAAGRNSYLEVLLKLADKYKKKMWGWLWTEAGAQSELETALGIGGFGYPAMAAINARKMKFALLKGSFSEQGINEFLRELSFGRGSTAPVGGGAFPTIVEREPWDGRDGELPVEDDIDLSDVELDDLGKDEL
ERAP1 inh – ERAP1 (human) enzyme inhibition | Q9NZ08 | recombinant ERAP1, Leu-AMC fluorescence, 60 min | inhibition, % at 10.7 µM | actives 0.15% (n = 340,000) | AID 652197;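 active = mean replicate inhibition of at least 30%, or all replicates individually reaching that 30% level; inactive = mean below 30% and not every replicate reaching it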;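 also: 0% = neutral control wells and 100% = L-leucinethiol positive control wells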
esBAF inh – blocks esBAF chromatin remodeling in mouse ES cells | actives 2% (n = 350,000) | reporter increase, % at 12.5 µM | Bmi1-luciferase knock-in reporter, 24 h; 100% = twice the neutral-well signal; in the data active = activation above about 40%;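 also: 0% = median of the plate's neutral control wells and 100% = double that signal; a rise in the Bmi1 reporter signal indicates esBAF inhibition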
Xi reactivation – X-chromosome reactivation activator. XiGFP mouse fibroblasts, % GFP-positive cells imaging, 3 d; cells co-treated with 5-aza-dC sensitizer; scaled so ellipticine positive control = 100%. activation, % at 7.58 µM. actives 0.055% (n = 360,000);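 active = mean normalized replicate activation at least 10% and every replicate at or above 10%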;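 also: 0% = median of on-plate neutral control wells and 100% = ellipticine 6 µM median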
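Material: SV40-immortalized XiGFP fibroblast cells, line 68-5-11 | Buffer or medium: DMEM containing 5-aza-dC | Dosing: One concentration, pinned | Times: 3 d treatment, 15 min room-temperature fixation | Controls: Ellipticine 6 µM positive control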
E-selectin induc – induces E-selectin expression in human endothelial cells | AID 686992 | activation, % at 7.58 µM | HUVEC E-selectin immunofluorescence imaging; normalized: neutral wells 0, TNF-alpha wells 100 | actives 0.37% (n = 260,000) | P16581;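 active = mean E-selectin-positive cell signal at least 10% of the positive control, reached in at least 60% of replicates, without over 20% cell loss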;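 also: in these data hits start at about 27%; measured in HUVEC primary endothelial cells; signal is the percent of cells scored E-selectin positive by PE staining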
Target sequence (P16581 whole entry, looked up): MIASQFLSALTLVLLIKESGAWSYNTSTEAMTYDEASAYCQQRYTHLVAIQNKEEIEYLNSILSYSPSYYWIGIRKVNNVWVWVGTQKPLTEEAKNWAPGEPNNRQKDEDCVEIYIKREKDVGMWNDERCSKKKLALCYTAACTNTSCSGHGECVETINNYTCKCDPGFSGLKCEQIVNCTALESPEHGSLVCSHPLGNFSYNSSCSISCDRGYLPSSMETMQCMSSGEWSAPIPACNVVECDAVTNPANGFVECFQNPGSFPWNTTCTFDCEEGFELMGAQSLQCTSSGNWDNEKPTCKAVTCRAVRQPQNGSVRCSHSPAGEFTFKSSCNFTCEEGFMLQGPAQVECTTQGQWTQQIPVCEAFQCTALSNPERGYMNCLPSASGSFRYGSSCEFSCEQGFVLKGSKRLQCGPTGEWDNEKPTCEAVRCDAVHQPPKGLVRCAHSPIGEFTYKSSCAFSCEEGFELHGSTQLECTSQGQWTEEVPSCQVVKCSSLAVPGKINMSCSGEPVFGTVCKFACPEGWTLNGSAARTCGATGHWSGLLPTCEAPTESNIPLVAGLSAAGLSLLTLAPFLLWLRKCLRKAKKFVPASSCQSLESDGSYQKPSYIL
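Read-out: % PE-positive cells | Test system: HUVEC | Doses: One compound dose added by pin transfer | Buffer or medium: EGM-2 over gelatin coat | Signal: Immunofluorescence imaging | Benchmarks: TNF-alpha, DMSO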
RAD54 branch – inhibitors of human RAD54 branch migration. Q92698. RAD54 Holliday junction branch migration, FAM/BHQ fluorescence. inhibition, % at 10.4 µM. actives 0.14% (n = 360,000). AID 602329;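 active = mean normalized replicate activity at least 40 and at least half of replicates scoring 40 or more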;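 also: 0% = median of neutral control wells and 100% = median of positive control wells; inhibitors cause a drop in the FAM fluorescence signal; in these data hits start at about 50%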
* = called active by the depositor; . = no result given.

Molecule	RAD52 anneal inh	RAD54 branch	ERp5 block	S100A4 inh HTS	ERAP1 inh	esBAF inh	Xi reactivation	E-selectin induc
C#CCOCCOCCOCCNc1nc(N2CCN(C(=O)[C@H]([C@@H](C)O)n3cc(CCCCN)nn3)CC2)nc(N2CCN(C(=O)[C@H](CCCCN)n3cc(CC(C)O)nn3)CC2)n1 (some centres not stated)	-2	-6	2	-3	-11	13	0.0	.
CC=Cc1ccc2n(c1=O)C[C@H]1[C@H](CO)[C@@H](C(=O)NC3CCCC3)N(Cc3nccs3)[C@@H]21 (mixture of isomers)	-18	8	-2	-5	-1	1	0.3	-0.4
CCCN(C)C[C@@H]1OCCCC[C@@H](C)Oc2ccc(NC(=O)C3CCCCC3)cc2C(=O)N([C@@H](C)CO)C[C@@H]1C	12	0	7	3	1	-1	0.0	0.0
CSc1ccccc1NC(=O)c1cnc2n(c1=O)CCS2	-8	-3	-4	-1	5	14	0.1	2.0
CC(C)[C@H](NC(N)=O)C(=O)NCCc1ccc(Cl)cc1	-8	.	-1	-3	4	.	0.0	3.4
CCCCn1c(N)c(N(CC(C)C)C(=O)c2cccc(S(=O)(=O)N3CCN(C(C)=O)CC3)c2)c(=O)[nH]c1=O	0	4	3	-2	7	6	0.0	1.5
COc1ccc(CCN(C)C(=O)c2cc(-c3ccccc3)nc3ccc(C)cc23)cc1OC	-9	1	3	4	-2	.	0.0	-0.2
CCCC(=O)Nc1ccc2c(c1)C(=O)N(C)[C@@H]1CC[C@@H](CC(=O)OC)O[C@@H]1CO2	.	-8	.	.	.	5	0.2	0.1
O=C(C[C@@H]1CC[C@H]2[C@@H](COC[C@@H](O)CN2CC2CCCCC2)O1)NCC1CC1	9	1	1	24	0	-2	0.0	0.0
COc1ccccc1CNC(=O)C(=O)Nc1nccs1	-2	.	-1	1	1	.	0.0	.
Cc1cn([C@H]2C[C@H](O)[C@@H](CNS(=O)(=O)c3ccc(NS(=O)(=O)N(C)C)cc3)O2)c(=O)[nH]c1=O	-6	4	0	5	0	-7	-0.1	0.2
CCc1ccccc1OCC(=O)Nc1cc(S(=O)(=O)N2CCOCC2)ccc1N1CCCCC1	-16	-2	0	-5	-3	.	2.0	.
O=C(COC(=O)c1c(Cl)ccc(Cl)c1Cl)NCC1CCCO1 (configuration not stated)	2	-7	1	5	0	12	-0.1	.
CCC(=O)N1CC[C@@H]2[C@@H](CO)Nc3ccc(-c4ccc(OC)cc4)cc3[C@@H]21	.	2	.	.	.	-5	0.4	-0.2
COc1ccc(OC)c2[nH]c(=O)c(CCNC(=O)C(=O)c3c(C)[nH]c4ccccc34)cc12	-17	-14	1	2	0	-3	0.2	0.2
C[C@@H]1CN([C@H](C)CO)C(=O)c2cc(NC(=O)CCC(F)(F)F)ccc2O[C@@H]1CN(C)Cc1ccc(C(=O)O)cc1	-10	-2	5	6	1	-1	-1.3	.
COCC#Cc1cnc2c(c1)C(=O)N([C@@H](C)CO)C[C@@H](C)[C@@H](CN(C)C(=O)Nc1ccccc1OC)O2	5	9	8	12	4	-4	-0.4	-0.2
CC(C)COC(=O)OCN1C(=O)CN(CCN2CC(=O)N(COC(=O)OCC(C)C)C(=O)C2)CC1=O	-20	-5	-5	-11	-2	-2	-0.1	-0.4
COc1cccc(CNC(=O)C[C@@H]2C=C[C@H](NC(=O)C3CCOCC3)[C@H](CO)O2)c1	4	-14	0	4	-1	-1	-0.1	0.2
C[C@H]1CN([C@@H](C)CO)C(=O)c2cc(-c3ccccc3)cnc2O[C@@H]1CN(C)Cc1cccnc1	-2	3	3	3	-1	0	-1.1	-0.2
CCC(C)NC(=S)N1CCN(Cc2ccc3c(c2)OCO3)CC1 (configuration not stated)	-12	.	2	-11	3	.	0.1	.
CCN(CC)CCNC(=O)c1ccc(NC(=O)c2cn(-c3ccccc3)nc2-c2cccs2)cc1	5	.	5	-11	-1	.	0.7	.
CC(C)CC#Cc1ccc2c(c1)O[C@@H](CN(C)C(=O)CC1CC1)[C@@H](C)CN([C@H](C)CO)S2(=O)=O	13	4	0	2	2	5	-1.0	0.9
C[C@@H]1CN([C@@H](C)CO)C(=O)c2cc(C#CCN(C)C)cnc2O[C@@H]1CN(C)C	6	-13	1	5	2	1	-1.0	0.3
O=C(NCC[C@@H]1CC[C@@H](NC(=O)C2CCCC2)[C@H](CO)O1)c1cc(Cl)cc(Cl)c1	-4	7	6	9	-3	-1	0.2	0.5
C=CCn1c(=N)n(CC(O)COc2ccc(OC)cc2)c2ccccc21 (configuration not stated)	2	4	-1	-1	-2	-1	0.1	2.0
CN(C)N(Cc1ccccc1)C(=O)C(O)(c1ccccc1)c1ccccc1	-5	4	-1	-2	-2	5	0.0	.
CC(C)Cn1c(N)c(C(=O)COC(=O)/C=C/c2ccccc2)c(=O)n(C)c1=O	-19	-6	10	15	1	-11	0.7	.
COc1ccccc1C(=O)C1CCCN(C(=O)c2cc(C(C)C)no2)C1 (configuration not stated)	-4	-8	3	0	-2	0	0.0	6.7
Cc1cccc(C(O)c2ncc(-c3cccc(C(F)(F)F)c3)[nH]2)c1C (configuration not stated)	-11	15	2	-4	-1	0	-0.1	0.1
CCOC(=O)[C@]12CCC=C1N(Cc1cccc3ccccc13)C(=O)[C@H](CC(=O)N1CCCCC1)C2	-27	.	4	0	-2	.	-0.1	.
CC1(C)CCc2cc(S(=O)(=O)N3CCN(S(=O)(=O)c4c(F)cccc4F)CC3)ccc2O1	-21	6	-3	-4	.	32	-0.1	-0.1
CCCC(O)(c1ccc(Br)cc1)C(CN1CCOCC1)c1ccc(Cl)cc1 (configuration not stated)	-21	-13	-8	-1	-3	-10	0.5	-0.1
CCOC(=O)C1=CC[C@@H](c2ccccc2Cl)N(S(=O)(=O)c2ccc(C)cc2)[C@H]1C(=O)OCC	1	4	4	-1	.	-5	0.0	-0.2
COc1ccc2c3c([nH]c2c1)[C@H](CO)N(Cc1ccccc1)CC31CCN(S(=O)(=O)c2ccc(C)cc2)CC1	-4	.	-3	-9	2	.	0.4	-0.3
CCCCCCc1c(O)nc(SCCN2CCOCC2)[nH]c1=O	-3	-7	0	0	5	10	0.0	.

Record cards, from the list above. Order of values: RAD52 anneal inh, RAD54 branch, ERp5 block, S100A4 inh HTS, ERAP1 inh, esBAF inh, Xi reactivation, E-selectin induc
CCOC(=O)C1=CC[C@@H](c2ccccc2Cl)N(S(=O)(=O)c2ccc(C)cc2)[C@H]1C(=O)OCC as listed: 1, 4, 4, -1, ., -5, 0.0, -0.2
CC1(C)CCc2cc(S(=O)(=O)N3CCN(S(=O)(=O)c4c(F)cccc4F)CC3)ccc2O1 as listed: -21, 6, -3, -4, ., 32, -0.1, -0.1

Next records follow:
Molecule	RAD52 anneal inh	RAD54 branch	ERp5 block	S100A4 inh HTS	ERAP1 inh	esBAF inh	Xi reactivation	E-selectin induc
COc1cccc(NC(=O)C2C3C=CC4(O3)C2C(=O)N(CCCN2CCC(C)CC2)C4C(=O)NC2CCCCC2)c1 (configuration not stated)	-4	-1	-1	-16	-5	.	0.0	0.4
Cc1cccc(NC(=O)Nc2ccc3c(c2)C(=O)N(C)[C@@H]2CC[C@H](CC(=O)NCc4ccccc4Cl)O[C@@H]2CO3)c1	-10	1	2	-5	5	3	-0.1	0.1
CC/C(O)=C1\C(=O)CCCC1=NCCc1c(C)[nH]c2ccc(C)cc12	-8	-7	4	2	1	3	-0.1	-0.1
CCc1cccc(C)c1NS(=O)(=O)Cc1ccccc1	-4	7	-1	-4	-1	-9	0.2	.
CCC1CCCCN1C(=O)CSC1=NN2CCCC(=O)N=C2S1 (configuration not stated)	-11	.	2	-4	.	.	-0.2	0.1
CCCS(=O)(=O)c1c(S(=O)(=O)CCC)c2ccc(C(N)=O)cn2c1C(=O)OC	-10	.	-2	7	2	.	0.3	.
Cc1ccc2cc(CN(CC3CCCO3)S(=O)(=O)c3ccc4c(c3)OCCO4)c(=O)[nH]c2c1C (configuration not stated)	-1	0	-6	-2	1	11	.	.
COc1ccc([C@@H]2[C@@H]3C(=O)N(C(C)(C)C)C(=O)[C@@H]3[C@]3(Cc4ccc(Cl)cc4)C(=O)N(c4ccc(C)cc4)C(=O)N23)cc1	-5	2	3	2	8	9	0.0	0.0
CCOc1ccc(OCC)c(NC(=O)CN(c2ccc(OC)cc2)S(=O)(=O)c2c(C)noc2C)c1	-10	-1	-3	7	-5	1	-0.1	.
COc1ccccc1-n1c(-c2ccccc2)n[nH]c1=S	13	.	-1	-2	6	.	0.0	.
C[C@@H]1CN([C@@H](C)CO)S(=O)(=O)c2ccc(C#CC3CC3)cc2O[C@H]1CN(C)C(=O)Cc1ccncc1	-16	-6	7	43	1	4	0.0	0.4
Cc1ccc(C(=O)NC(=S)NNC(=O)c2ccc([N+](=O)[O-])cc2)cc1	-3	0	2	-1	-2	-10	0.3	.
COCc1nc2ccccc2n1Cc1ccccc1C	1	1	-1	2	-2	-5	0.1	.
Cc1ccc(S(=O)(=O)Nc2ccc3c(c2)C(=O)N([C@H](C)CO)C[C@H](C)[C@@H](CN(C)S(=O)(=O)c2cn(C)cn2)OCCCC[C@@H](C)O3)cc1	6	5	1	-18	-2	4	-0.1	-0.1
COc1ccc(NC(=O)CN2CCN(c3ccc(C)cc3C)CC2)cc1	5	-4	0	0	-2	-2	0.0	.
O=C(Nc1nnc(C2CCCCC2)s1)C1CC(=O)N(c2ccc(F)cc2)C1 (configuration not stated)	-19	-3	-5	4	-5	-11	0.1	-0.1
Cc1cc(C)n2nc(SCC(=O)N3CCN(c4ccccc4)CC3)nc2n1	-17	.	-1	-1	5	.	0.0	-0.2
CC(C)Cn1c(N)c(C(=O)COC(=O)c2cc(-c3ccco3)nc3ccccc23)c(=O)n(C)c1=O	-23	-4	2	-1	3	-4	0.1	0.0
CCC(C)Sc1nnc(Cc2cc(=O)[nH]c(=O)[nH]2)n1-c1ccc(F)cc1 (configuration not stated)	-65	0	-5	2	0	1	-0.2	.
O=C(Nc1ccccc1OC(=O)c1ccccc1)c1ccccc1	-209	-8	0	-12	.	13	.	.
COc1cccc(C(C(=O)NCc2ccccc2)N(C(=O)c2csnn2)C2CC2)c1 (configuration not stated)	-14	-4	1	-5	2	2	0.0	.
CC(=O)N1[C@@H]2c3ccc(-c4ccccc4F)c(=O)n3C[C@@H]2[C@@H](CO)[C@@H]1C(=O)N(C)C	-10	3	1	.	-2	-9	0.5	-0.3
O=C(Nc1ccc(C(=O)N2CCOCC2)cc1)Nc1ccc(Cl)cc1Cl	-23	.	-2	1	1	.	-0.2	5.7
C[C@H]1CN([C@@H](C)CO)S(=O)(=O)c2ccc(C#CC3CCCC3)cc2O[C@H]1CN(C)Cc1cccnc1	-6	2	-3	0	1	-5	-0.3	-4.7
COc1ccc(S(=O)(=O)N(C)C[C@H]2Oc3ccc(NS(=O)(=O)c4ccc(F)cc4)cc3C(=O)N([C@@H](C)CO)C[C@H]2C)cc1	-3	-4	-3	-1	2	1	0.4	-0.2
O=C1C(Cl)=C(N2CCCCCC2)C(=O)N1c1ccc(Br)cc1	-90	1	1	-14	0	10	0.0	-0.1
